Assay outcomes from PubChem BioAssay.
GALR2 blocker: antagonists of human galanin receptor 2 (GALR2); O43603; GALR2-expressing cells, antagonist mode; inhibition, % at 4 µM; hit rate 0.39% among 140,000; AID 828; in the data active = inhibition above about 27%;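 also: cells stimulated with galanin 1-16 at roughly its EC80; 0% = agonist challenge control and 100% = basal control without agonist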
Target sequence (O43603 whole entry, looked up): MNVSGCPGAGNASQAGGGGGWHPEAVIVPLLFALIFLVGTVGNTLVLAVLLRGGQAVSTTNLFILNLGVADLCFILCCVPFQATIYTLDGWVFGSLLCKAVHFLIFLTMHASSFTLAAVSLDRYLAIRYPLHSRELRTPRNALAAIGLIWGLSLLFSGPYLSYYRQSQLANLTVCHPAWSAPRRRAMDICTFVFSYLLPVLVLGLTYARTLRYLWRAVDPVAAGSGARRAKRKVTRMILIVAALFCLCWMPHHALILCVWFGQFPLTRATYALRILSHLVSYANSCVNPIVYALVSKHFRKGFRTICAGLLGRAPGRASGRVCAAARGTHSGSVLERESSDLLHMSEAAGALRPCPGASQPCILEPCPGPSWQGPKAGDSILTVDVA
Measles CPE: protection of cells from measles virus | Measles virus-infected cells, CPE protection, absorbance | protection (pct of control), % at 4 µM | hit rate 1.5% among 140,000; in the data active = protection mostly above about 24%, no sharp cut-off; inactive = mostly below about 26%; also: some compounds called inactive have numbers as strong as hits
NPY Y2 blocker: blocks the human neuropeptide Y Y2 receptor. hit rate 0.99% among 140,000. NPY-Y2 expressing cells, antagonist mode. inhibition, % at 2.7 µM; in the data active = inhibition above about 17%;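 also: 0% = vehicle with agonist challenge and 100% = reference antagonist with challenge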
Target sequence (P49146 whole entry, looked up): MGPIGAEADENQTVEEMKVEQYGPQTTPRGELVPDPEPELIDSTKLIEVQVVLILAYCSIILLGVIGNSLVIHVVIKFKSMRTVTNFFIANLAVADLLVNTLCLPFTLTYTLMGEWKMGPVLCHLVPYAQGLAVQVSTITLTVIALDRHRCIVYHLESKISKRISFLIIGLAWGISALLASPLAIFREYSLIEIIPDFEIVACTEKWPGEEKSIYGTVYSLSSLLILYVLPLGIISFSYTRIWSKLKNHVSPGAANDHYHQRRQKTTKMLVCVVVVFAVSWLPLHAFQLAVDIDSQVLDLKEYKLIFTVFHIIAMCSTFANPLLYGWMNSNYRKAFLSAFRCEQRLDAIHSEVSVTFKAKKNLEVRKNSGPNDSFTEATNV
Phagocytosis inh: blocks phagocytosis by macrophages. J774A.1 macrophage IgG-bead phagocytosis, imaging. inhibition, % at 5 µM. hit rate 0.07% among 110,000. AID 1029;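 active = inhibition above the mean of the plate negative controls plus 5 SD, cut at about 13% in these data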;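 also: phagocytic index as fraction of beads internalized from green versus red external bead signal; plate controls were DMSO negative control for no effect and cytochalasin-D positive control for full effect; some results beyond the cut were filed as inactive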
E-sel TNF inh: TNF alpha driven E-selectin expression inhibition; HUVEC TNFa-induced E-selectin immunofluorescence, high content; inhibition, % at 2 µM; hit rate 0.71% among 120,000;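 active = inhibition above the batch mean plus 3 SD, and confirmed as a hit on visual image review, cut at about 43% in these data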;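 also: 0% = TNF-stimulated DMSO wells and 100% = unstimulated control wells; not every result past the cut was called active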
PTEN del growth: PTEN-deleted cell growth suppression | HCT116 PTEN-null viability, CellTiter-Glo, 60 h; hits give low values | viability, % at 10 µM | hit rate 1.2% among 140,000 | AID 827;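 active = viability at or below a set limit, 4 SD under the median of all tested compounds, cut at about 3.7% in these data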;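 also: PTEN knockout HCT116 line with beta catenin targeted HCT116 as companion control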
HCT116 bCat-KO: beta-catenin-lacking colon tumor cell growth suppression. hit rate 1.5% among 140,000. HCT116 beta-catenin knockout viability, CellTiter-Glo, 60 h; hits give low values. viability, % at 10 µM. AID 818;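 active = viability at or under a set limit, the compound median less 4 SD, cut at about 6% in these data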;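 also: 0% = Hyamine 1622 control at 20 µM and 100% = untreated cell control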
Yeast lifespan up: extends the lifespan of yeast; hit rate 0.68% among 130,000; S. cerevisiae growth with nicotinamide, OD615; deaD strain in restrictive glucose medium; AID 775; inhibition of the nicotinamide effect, % at 10 µM;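 active = inhibition above a set limit, placed 3 SD over the median of all compounds, cut at about 26% in these data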;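 also: 0% = nicotinamide-treated wells and 100% = cells grown without nicotinamide; some compounds called inactive have numbers as strong as hits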
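System: DeaD-strain S. cerevisiae / Buffer or medium: CSMM-D, restrictive glucose (dextrose) synthetic minimal medium / Probe or stimulus: nicotinamide, 1.5 mM, co-present with compound / Compound: one concentration, 10 µM, DMSO 0.25% / Incubation: 48 h compound exposure at 30 °C, humidified / Technique: optical density (absorbance) at 615 nm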
BB579 growth dn: reduces growth of yeast BB579 in restrictive medium; S. cerevisiae BB579 growth, OD615, 48 h; inhibition, % at 10 µM; hit rate 0.51% among 140,000;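 active = inhibition above a set limit, 3 SD over the mean compound inhibition, cut at about 44% in these data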; also: inactives centre near -24
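Material: Saccharomyces cerevisiae DeaD strain BB579, replicative lifespan model yeast; buffer or medium: CSMM-D restrictive synthetic medium containing dextrose (glucose); compound: 10 µM single dose, DMSO 0.25%; timing: 48 h compound exposure at 30 °C after 4 h preincubation; signal: turbidity as optical density at 615 nm; benchmarks: positive control amphotericin B 10 µg/mL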
MRP1 act: activates MRP-1. H69AR cells + doxorubicin, viability rescue, CellTiter-Glo. viability increase, % at 10 µM. hit rate 0.61% among 140,000. AID 799;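 active = viability gain under doxorubicin at or above a set limit, the compound median plus 3 SD, cut at about 4.7% in these data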;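 also: MRP-1 overexpressing cells given doxorubicin 25 µM after compound pretreatment; 18-22 h compound pretreatment then 72 h with doxorubicin before readout; 0% = doxorubicin-only wells and 100% = vehicle-treated cells without doxorubicin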
* marks the source's active call; other numbers are inactive results. Rows are unselected; about 6.4% have a hit in one of these screens.

COc1nc(N(c2ccccc2)c2ccccc2)nc(-n2ccnc2)n1 was read as GALR2 blocker -4.5, Measles CPE 8.7, NPY Y2 blocker 4.2, Phagocytosis inh -0.3, E-sel TNF inh 4.2, PTEN del growth 72.0, HCT116 bCat-KO 68.0, Yeast lifespan up 32.1, BB579 growth dn -25.6 and MRP1 act -3.9.
`CCCCCOC(=O)C1=C(C)NC(=O)NC1c1ccccc1OCC` (configuration not stated) gave GALR2 blocker -4.9, Measles CPE 4.5, NPY Y2 blocker 3.0, Phagocytosis inh 2.2, HCT116 bCat-KO 85.0, Yeast lifespan up 7.8, BB579 growth dn -32.3 and MRP1 act -0.7.
Screening Cc1cccc(C(=O)Nc2sc3c(c2C#N)CCCCC3)c1 returned GALR2 blocker 6.5, Measles CPE 11.0, NPY Y2 blocker 1.2, E-sel TNF inh -7.6, PTEN del growth 65.2, HCT116 bCat-KO 73.3, BB579 growth dn -37.8 and MRP1 act -3.0.
For COc1ccc(-c2cc3nc(-c4ccccc4)cc(N4CCC5(CC4)OCCO5)n3n2)cc1 the results were GALR2 blocker -12.4, Measles CPE 11.7, NPY Y2 blocker 2.3, Phagocytosis inh -0.6, E-sel TNF inh 0.1, PTEN del growth 54.6, HCT116 bCat-KO 75.2, Yeast lifespan up -20.8, BB579 growth dn -12.0 and MRP1 act 9.0*.
`CCOC(=O)C1CCN(C(=O)CSc2ccccc2)CC1` gave GALR2 blocker -6.3, Measles CPE 5.3, NPY Y2 blocker 2.1, Phagocytosis inh 0.2, E-sel TNF inh -13.3, PTEN del growth 94.4, HCT116 bCat-KO 95.8, Yeast lifespan up -3.7, BB579 growth dn -18.3 and MRP1 act -3.5.
For CC(C)NC(=O)NC(=O)COC(=O)Cc1ccsc1 the results were GALR2 blocker 7.4, Measles CPE 16.0, NPY Y2 blocker 0.4, Phagocytosis inh -0.4, E-sel TNF inh -27.9, PTEN del growth 108.9, HCT116 bCat-KO 93.4, BB579 growth dn -1.4 and MRP1 act 0.5.
`Cc1cccc(N2C(=O)CC(N3CCN(Cc4ccc(Cl)cc4)CC3)C2=O)c1` (configuration not stated) gave GALR2 blocker -9.8, Measles CPE 3.3, NPY Y2 blocker 7.6, Phagocytosis inh 0.6, E-sel TNF inh 7.7, PTEN del growth 97.3, HCT116 bCat-KO 104.7, Yeast lifespan up 21.4, BB579 growth dn -40.0 and MRP1 act 1.6.
Screening Cc1ccccc1NC(=S)N(CCN(C)C)C(C)c1ccccn1 (configuration not stated) returned GALR2 blocker -0.2, Measles CPE 8.4, NPY Y2 blocker 0.7, Phagocytosis inh 0.2, E-sel TNF inh 7.6, PTEN del growth 96.1, HCT116 bCat-KO 96.6, Yeast lifespan up -5.3, BB579 growth dn -13.6 and MRP1 act -2.6.
Screening O=P(c1ccc2c(c1)OCCO2)(N1CCOCC1)N1CCOCC1 returned GALR2 blocker -12.5, Measles CPE 10.9, NPY Y2 blocker 2.2, Phagocytosis inh -0.7, E-sel TNF inh 17.7, PTEN del growth 87.6, HCT116 bCat-KO 96.2, Yeast lifespan up -10.1, BB579 growth dn -13.9 and MRP1 act -0.3.
COc1ccc(CC(=S)N2CCOCC2)cc1OC was read as GALR2 blocker 2.8, Measles CPE 6.1, NPY Y2 blocker 3.5, E-sel TNF inh -21.5, PTEN del growth 95.2, HCT116 bCat-KO 100.0, Yeast lifespan up -3.3, BB579 growth dn -34.6 and MRP1 act -1.9.
`COc1ccc(C(CC(=O)c2ccc(C)cc2)C(C#N)C#N)cc1OC` (configuration not stated) gave GALR2 blocker 14.9, Measles CPE 1.9, NPY Y2 blocker 2.8, Phagocytosis inh -3.6, PTEN del growth 5.8, HCT116 bCat-KO 10.4, Yeast lifespan up 2.9, BB579 growth dn -30.5 and MRP1 act -5.4.
For COC(=O)c1c(C)nn(-c2ccccc2)c1-n1cccc1 the results were GALR2 blocker 6.8, Measles CPE 4.0, NPY Y2 blocker 4.4, Phagocytosis inh -0.4, E-sel TNF inh 16.4, PTEN del growth 84.8, HCT116 bCat-KO 83.7, Yeast lifespan up 5.6, BB579 growth dn 5.9 and MRP1 act -0.3.
For O=C(C1CCCN(S(=O)(=O)c2cccc3nsnc23)C1)N1CC=C(c2ccccc2)CC1 (configuration not stated) the results were GALR2 blocker 7.2, Measles CPE 3.2, NPY Y2 blocker -0.1, E-sel TNF inh -10.7, PTEN del growth 61.4, HCT116 bCat-KO 38.1, Yeast lifespan up -18.0, BB579 growth dn -26.2 and MRP1 act -2.8.
For O=c1c2ccccc2nc(/C=C/c2c[nH]c3ccccc23)n1-c1ccc([N+](=O)[O-])cc1 the results were GALR2 blocker 4.7, Measles CPE 32.1*, NPY Y2 blocker -0.7, Phagocytosis inh 5.5, PTEN del growth 57.5, HCT116 bCat-KO 63.4, Yeast lifespan up -1.7, BB579 growth dn 0.1 and MRP1 act -3.7.
Screening O=[N+]([O-])c1ccc(/C=N/Nc2nc(N3CCCCC3)nc(N3CCCCC3)n2)o1 returned GALR2 blocker 8.0, Measles CPE 20.6, NPY Y2 blocker 0.8, Phagocytosis inh 1.5, E-sel TNF inh -36.3, PTEN del growth 66.7, HCT116 bCat-KO 64.1, Yeast lifespan up -5.5, BB579 growth dn -6.4 and MRP1 act -0.6.
CN(C(=O)CSc1nnc(NC2CCCCC2)s1)C1CCS(=O)(=O)C1 (configuration not stated) was read as GALR2 blocker -3.0, Measles CPE 10.4, NPY Y2 blocker 1.4, Phagocytosis inh -2.0, PTEN del growth 112.3, HCT116 bCat-KO 97.9, Yeast lifespan up -15.3, BB579 growth dn -7.5 and MRP1 act -1.5.
`CCC(=O)c1c[nH]c(C(=O)NCCCn2ccnc2)c1` gave GALR2 blocker 3.1, Measles CPE 1.4, NPY Y2 blocker 5.5, Phagocytosis inh -0.1, E-sel TNF inh 12.0, PTEN del growth 90.6, HCT116 bCat-KO 101.0, Yeast lifespan up -7.9, BB579 growth dn -44.5 and MRP1 act -0.5.
Screening CC1(C)CC2CC(C)(CN2C(=O)COC(=O)c2ccc(Cl)c(N)c2)C1 (configuration not stated) returned GALR2 blocker -1.5, Measles CPE 10.9, NPY Y2 blocker 4.8, Phagocytosis inh -1.0, E-sel TNF inh -1.3, PTEN del growth 103.8, HCT116 bCat-KO 103.1, Yeast lifespan up -1.8, BB579 growth dn -15.0 and MRP1 act -0.1.
Screening Cc1cc(C)cc(N(C(C)C(=O)NC2CCCC2)S(C)(=O)=O)c1 (configuration not stated) returned GALR2 blocker -1.0, Measles CPE 10.7, NPY Y2 blocker -1.1, Phagocytosis inh -0.9, E-sel TNF inh 7.6, PTEN del growth 90.3, HCT116 bCat-KO 95.4, Yeast lifespan up -9.0, BB579 growth dn 13.2 and MRP1 act 0.0.
`Cc1cc(Cl)cc(C)c1OCCCCN1CCOCC1` gave GALR2 blocker -10.0, Measles CPE 18.9, NPY Y2 blocker 3.3, Phagocytosis inh -0.8, E-sel TNF inh 11.0, PTEN del growth 88.2, HCT116 bCat-KO 92.5, Yeast lifespan up -25.6, BB579 growth dn 13.1 and MRP1 act -1.6.
Screening O=C(CSc1ncc(-c2ccc(F)cc2)n1Cc1ccco1)Nc1nccs1 returned GALR2 blocker 10.7, Measles CPE 4.6, NPY Y2 blocker 6.2, Phagocytosis inh -0.6, E-sel TNF inh -6.9, PTEN del growth 94.4, HCT116 bCat-KO 99.8, Yeast lifespan up -0.9, BB579 growth dn 5.9 and MRP1 act -1.3.
Screening CCN(CCCNC(=O)CNC(=O)Cn1cnc2ccccc2c1=O)c1cccc(C)c1 returned GALR2 blocker -7.9, Measles CPE 31.3, NPY Y2 blocker 1.3, Phagocytosis inh -3.2, E-sel TNF inh -34.9, PTEN del growth 90.6, HCT116 bCat-KO 93.7, Yeast lifespan up 2.1, BB579 growth dn -28.8 and MRP1 act -2.0.
CCN(CC)CCCNC(=O)c1cc(-c2ccc(Cl)c(Cl)c2)on1 was read as GALR2 blocker 1.0, Measles CPE 1.4, NPY Y2 blocker 4.1, Phagocytosis inh -2.2, E-sel TNF inh 7.2, PTEN del growth 2.4*, HCT116 bCat-KO 2.0*, Yeast lifespan up -25.4, BB579 growth dn -20.8 and MRP1 act -6.1.
CC(C)OC(=O)CSc1ncnc2c1cnn2-c1ccccc1 was read as GALR2 blocker 3.9, Measles CPE 2.1, NPY Y2 blocker 3.5, Phagocytosis inh 1.4, E-sel TNF inh 0.1, PTEN del growth 94.1, HCT116 bCat-KO 86.7, Yeast lifespan up -18.1, BB579 growth dn 2.3 and MRP1 act 1.7.
Screening CCN(CC)c1ccc(NC(=O)CN2CCN(c3ccc(F)cc3)CC2)cc1 returned GALR2 blocker -9.9, Measles CPE 9.9, NPY Y2 blocker 2.9, Phagocytosis inh 0.3, E-sel TNF inh 38.2, PTEN del growth 80.9, HCT116 bCat-KO 78.8, Yeast lifespan up -3.6, BB579 growth dn -13.4 and MRP1 act -1.2.
Screening Fc1ccc(C2=CC(c3ccco3)n3ncnc3N2)cc1 (configuration not stated) returned GALR2 blocker 10.3, Measles CPE 2.8, NPY Y2 blocker 1.0, Phagocytosis inh -2.4, E-sel TNF inh 4.3, PTEN del growth 79.7, HCT116 bCat-KO 83.9, Yeast lifespan up -6.3, BB579 growth dn 10.3 and MRP1 act -3.0.
Screening Cc1ccc(S(=O)(=O)N2c3ccccc3OCC2c2ccccc2)cc1 (configuration not stated) returned GALR2 blocker 0.2, Measles CPE 4.0, NPY Y2 blocker 4.2, E-sel TNF inh -13.5, PTEN del growth 31.0, HCT116 bCat-KO 28.8, Yeast lifespan up -7.9, BB579 growth dn 14.2 and MRP1 act -4.9.
`N#Cc1c(N)n[nH]c1-c1cc2c([nH]1)CCCC2` gave GALR2 blocker 13.2, Measles CPE 6.1, NPY Y2 blocker 0.7, E-sel TNF inh -8.2, PTEN del growth 90.5, HCT116 bCat-KO 95.8, Yeast lifespan up -6.1, BB579 growth dn -14.9 and MRP1 act -4.1.
For CCCCNCc1ccc(SC)cc1 the results were GALR2 blocker 0.3, Measles CPE 10.8, NPY Y2 blocker 1.9, Phagocytosis inh 4.8, E-sel TNF inh -14.2, PTEN del growth 100.0, HCT116 bCat-KO 100.6, Yeast lifespan up -10.1, BB579 growth dn -0.9 and MRP1 act -1.9.
Cc1ccc(NC(=O)N/C=C/c2ccco2)cc1C was read as GALR2 blocker -5.0, Measles CPE 8.9, NPY Y2 blocker -1.8, Phagocytosis inh 1.8, E-sel TNF inh -25.0, PTEN del growth 79.1, HCT116 bCat-KO 72.0, Yeast lifespan up -28.4, BB579 growth dn -27.2 and MRP1 act -3.1.
For O=S(=O)(N/N=C/c1cccc(OC2CSC2)c1)c1ccccc1 the results were GALR2 blocker 8.1, Measles CPE 3.5, NPY Y2 blocker 2.4, Phagocytosis inh -1.1, E-sel TNF inh 4.4, PTEN del growth 51.9, HCT116 bCat-KO 54.5, Yeast lifespan up 0.9, BB579 growth dn -45.4 and MRP1 act -3.1.
